Compound activity as filed in PubChem.
MrgX1 antagonist: blocks BAM8-22 activation of human MrgX1 receptor | MRGX1-HEK293 calcium flux, Fluo-4, BAM8-22 antagonism; active compounds read low | B-score at 10 µM | 1.3% of 310,000 active;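 active = calcium-response B-score plate-corrected more than 3 library SD below zero, starting fluorescence within 5 deviations, no agonist response on first addition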;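 also: peak minus trough fluorescence over baseline after final BAM8-22 challenge near maximal dose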
MrgX1 allo act: human MrgX1 positive allosteric modulation, primary screen; 0.63% of 310,000 active; Q96LB2; B-score at 10 µM; MrgX1-HEK293, Fluo-4 calcium flux, FDSS; active compounds read high; AID 588675;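 active = plate-corrected calcium response at least 3 library SD above typical, normal starting fluorescence, not activating the receptor alone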;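 also: compound read alongside a low EC10 to EC30 dose of BAM8-22 agonist; peak minus trough fluorescence over baseline measured at the second addition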
MrgX1 agonist: human MrgX1 receptor agonism, primary screen; AID 588627; MrgX1-HEK293 cells, Fluo-4 calcium fluorescence, agonist mode; active compounds read high; 0.44% of 310,000 active; B-score at 10 µM; Q96LB2;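 active = calcium response B-score plate-corrected fluorescence ratio at least 3 library SD, with starting fluorescence B-score inside 5 SD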
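Material: HEK293 cells stably expressing human MrgX1 receptor | Quantity: 15,000 cells per well | Times: Cells plated overnight, dye loaded 0.5 h 37 °C, 0.5 h room temperature | Measured by: Kinetic Fluo-4 NW fluorescence of intracellular calcium | Control set: Positive and negative controls per plate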
TRPC6 inh: mouse TRPC6 channel inhibition; AID 2553; 1.1% of 310,000 active; Q61143; B-score at 10 µM; HEK293-TRPC6, membrane potential dye, ACh-evoked depolarization; active compounds read low;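 active = B-score under library mean minus 3 SD, initial fluorescence not abnormally high, positive integrated signal ratio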;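 also: B-score derived from integrated fluorescence ratio over the kinetic read; more negative B-score means stronger inhibition of depolarization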
TMEM16A inh: inhibitors of mouse TMEM16A calcium-activated chloride channel; HEK293 TMEM16A/YFP iodide influx fluorescence, ionomycin; 1.2% of 310,000 active; normalized B-score (activity score, 25-100; higher = stronger inhibition) at 10 µM;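 active = ratio plate-corrected score three or more library SD toward inhibition, starting fluorescence score within five deviations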;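 also: score derived from kinetic fluorescence span divided by baseline fluorescence per well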
TRPC6 act: activators of mouse TRPC6 channel. Q61143. HEK293-TRPC6 membrane potential dye fluorescence; active compounds read high. B-score at 10 µM. 0.13% of 310,000 active. AID 2550;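 active = B-score of the integrated fluorescence ratio above library mean plus 3 SD, and starting fluorescence ratio within library mean plus 5 SD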;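 also: higher score means more depolarization so channel activation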
TRPC4 act: TRPC4 (mouse) channel activation; HEK293 TRPC4beta/mu-opioid, Fluo4 calcium fluorescence; active compounds read high; 0.49% of 310,000 active; Q9QUQ5; B-score at 10 µM; AID 2237;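 active = B-score above 5 SD of library B-scores, and initial fluorescence ratio not above library mean plus 5 SD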;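 also: positive B-score marks a calcium rise read as TRPC4 activation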
Target sequence (Q9QUQ5 whole entry, looked up): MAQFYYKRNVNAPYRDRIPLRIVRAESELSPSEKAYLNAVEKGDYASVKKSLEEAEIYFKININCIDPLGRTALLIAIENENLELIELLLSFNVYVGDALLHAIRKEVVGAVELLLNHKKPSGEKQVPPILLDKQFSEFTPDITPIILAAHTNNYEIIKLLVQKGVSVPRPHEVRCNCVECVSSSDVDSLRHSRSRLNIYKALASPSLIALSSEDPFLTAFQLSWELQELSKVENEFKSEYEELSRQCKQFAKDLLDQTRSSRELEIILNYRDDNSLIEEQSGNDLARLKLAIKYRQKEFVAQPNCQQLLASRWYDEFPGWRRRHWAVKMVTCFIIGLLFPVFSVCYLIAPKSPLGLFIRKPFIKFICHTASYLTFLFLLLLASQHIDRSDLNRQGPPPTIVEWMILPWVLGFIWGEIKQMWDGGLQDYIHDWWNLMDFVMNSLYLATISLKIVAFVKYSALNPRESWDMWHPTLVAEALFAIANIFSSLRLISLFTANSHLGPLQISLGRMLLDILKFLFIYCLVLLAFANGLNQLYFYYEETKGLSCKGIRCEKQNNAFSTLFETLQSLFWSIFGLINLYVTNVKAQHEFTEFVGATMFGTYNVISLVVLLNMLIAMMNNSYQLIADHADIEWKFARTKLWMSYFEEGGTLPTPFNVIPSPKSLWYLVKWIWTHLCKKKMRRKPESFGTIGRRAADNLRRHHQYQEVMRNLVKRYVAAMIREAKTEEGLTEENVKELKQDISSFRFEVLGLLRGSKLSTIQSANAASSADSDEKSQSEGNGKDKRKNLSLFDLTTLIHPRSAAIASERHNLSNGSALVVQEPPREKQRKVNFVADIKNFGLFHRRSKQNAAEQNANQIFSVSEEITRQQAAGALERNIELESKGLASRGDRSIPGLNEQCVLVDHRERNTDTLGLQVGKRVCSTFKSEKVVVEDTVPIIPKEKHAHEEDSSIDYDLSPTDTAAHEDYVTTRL
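Assay system: HEK293 cells stably co-expressing mouse TRPC4beta and mu-opioid receptor / Timing: Fluo4 dye loading 45 min at room temperature, 110 s recording / Signal: Fluo4 calcium-sensitive dye fluorescence, kinetic, 1 Hz baseline / Read-out: integrated baseline-normalised fluorescence ratio, converted to per-well B score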
SKKanGAS inh: blocks kanamycin growth of S. pyogenes SKKanGAS strain; BacTiter-Glo, 6 h; inhibition, % at 7.5 µM; 1.3% of 300,000 active;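 active = mean replicate score, as percent of positive control median, at least 50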;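 also: strain carries kanamycin resistance gene driven by streptokinase promoter and grows in 40 µg/ml kanamycin; loss of luminescence reflects streptokinase promoter inhibition or plain growth inhibition; 0% = median of DMSO wells and 100% = positive control at its reference dose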
TMEM16A act: mouse TMEM16A channel activation, primary screen. HEK293 TMEM16A/YFP-H148Q/I152L, iodide quench fluorescence; active compounds read low. B-score at 10 µM. AID 623877. 0.3% of 340,000 active. Q8BHY3;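 active = fluorescence-ratio B-score plate-corrected deviation score at least 3 library SD below zero, with starting fluorescence score within 5 deviations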;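 also: channel opened by trigger with iodide after compound preincubation; score built on the fluorescence ratio of max minus min over baseline; more negative score means more quench and so TMEM16A activation or potentiation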
TRPC4 inh: TRPC4 (mouse) channel inhibition. Q9QUQ5. HEK293 TRPC4beta/mu-opioid, DAMGO-evoked Fluo4 calcium flux; active compounds read low. B-score at 10 µM. 0.39% of 300,000 active;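 active = B-score over 3 SD under the library average, no early fluorescence shift, positive overall ratio signal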
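System: stable TRPC4beta/mu-opioid receptor HEK293 cells; Dosing: single-point compound dosing; Measured by: Fluo4 Ca2+ flux fluorescence; Read-out basis: per-well B score of integrated baseline-normalized Fluo4 ratio.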
TRPC4 PAM: allosteric potentiators of mouse TRPC4 channel; HEK293 TRPC4beta/mu-opioid, DAMGO EC20, Fluo-4 Ca2+ flux; active compounds read high; B-score at 10 µM; 0.42% of 310,000 active; AID 2227;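 active = B-score of calcium response area above 5 SD of library B-scores, with initial fluorescence ratio within 5 SD of library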;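 also: B-score of integrated fluorescence ratio over time as area under calcium response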
* = called active by the depositor; i = inactive; / = no result given.

SMILES | MrgX1 antagonist | MrgX1 allo act | MrgX1 agonist | TRPC6 inh | TMEM16A inh | TRPC6 act | TRPC4 act | SKKanGAS inh | TMEM16A act | TRPC4 inh | TRPC4 PAM
COc1ccc(Cl)cc1-n1c(=S)sc2c(=O)n(-c3ccc(F)cc3)c(SCC(=O)O)nc21 | i | i | i | i | i | i | i | 7 | i | i | i
CCOC(=O)N1CCC(Nc2cc(C)nc3c(-c4ccccc4OC)c(C)nn23)CC1 | i | i | i | i | i | i | i | -3 | i | i | i
O=C(Oc1ccc([N+](=O)[O-])cc1)c1cncc(Br)c1 | i | i | i | i | i | i | i | 5 | i | i | i
O=C(NCc1nc2ccccc2[nH]1)C1=C[C@@H](c2ccc(C(F)(F)F)cc2)C[C@@H](OCCCCO)O1 | i | i | i | i | i | i | i | 9 | i | i | i
COc1ccccc1N(CC(=O)Nc1ccc2c(c1)OCO2)S(=O)(=O)c1ccccc1 | i | i | i | i | i | i | i | -2 | i | i | i
Cc1ccc(S(=O)(=O)NCC(C)n2nc(C)cc2C)cc1 (centres undefined) | i | i | i | i | i | i | i | 9 | i | i | i
Cc1c(F)cccc1NS(=O)(=O)c1ccc2c(c1)c(=O)n(C)c(=O)n2C | i | i | i | i | i | i | i | 0 | i | i | i
O=C1CC(N2CCN(C(c3ccccc3)c3ccccc3)CC2)C(=O)N1Cc1ccc(N2CCCC2=O)cc1 (centres undefined) | i | i | i | i | i | i | i | 0 | i | i | i
Cc1ccc(S(=O)(=O)NNC(=O)c2cc3cc4ccccc4nc3s2)cc1 | i | i | i | i | i | i | i | 13 | i | i | i
Cc1nn(CC(=O)Nc2ccc(C(=O)N3CCCCC3)cc2)c(=O)c2ccccc12 | i | i | i | i | i | i | i | -7 | i | i | i
CC(=O)N1CCN(c2ccc(NC(=S)NC(=O)COc3ccc(C(C)(C)C)cc3)cc2)CC1 | i | i | i | i | i | i | i | 4 | i | i | i
O=C(O)C1=CC[C@@H](c2ccc(Cl)cc2)N(S(=O)(=O)c2ccc(Cl)cc2)[C@H]1c1ccc(F)cc1 | i | 8.3* | i | / | 100* | / | / | / | i | / | /
O=C(c1cccs1)N1CCCC(c2nc(-c3ccc(F)cc3)no2)C1 (centres undefined) | i | i | i | i | i | i | i | 3 | i | i | i
COc1cccc(Cn2cccc(NC(=O)Nc3cccc(C#N)c3)c2=O)c1 | i | i | i | i | i | i | i | 16 | / | i | i
O=C(C/C=N/OCc1c(Cl)cccc1Cl)c1cnc(-c2ccccc2)s1 | i | i | i | i | 100* | i | i | -4 | i | i | i
O=C(OCC(=O)N1CCCC1)c1ccc(OC(F)(F)F)cc1 | i | i | i | i | i | i | i | -10 | i | i | i
COc1ccc(CCN2C(=S)N(C)C(=O)C2CC(=O)Nc2ccc(OC)cc2)cc1 (centres undefined) | i | i | i | i | i | i | i | -7 | i | i | i
CCN(CC(=O)Nc1ccccc1OC)C(=O)CSCC(=O)Nc1ccc(OC)cc1 | i | i | i | i | i | i | i | -2 | i | i | i
C/C(N)=C(/C#N)C(=O)CSc1nc2ccccc2c(=O)n1-c1ccc(C)cc1 | i | i | i | i | i | i | i | -9 | / | i | i
COc1ccc(CCNC(=S)N2CCN(S(=O)(=O)c3ccc(F)cc3)CC2)cc1 | i | i | i | i | i | i | i | 27 | i | i | i
CC/C(=N\NC(=O)c1cc(C)nc2ccccc12)c1ccc(C)s1 | i | i | i | i | i | i | i | 1 | i | i | i
Cc1nn(C)cc1NC(=O)c1nn(C)cc1[N+](=O)[O-] | i | i | i | i | i | i | i | -2 | i | i | i
O=C(CC1Nc2ccccc2NC1=O)Nc1cc(Cl)cc(Cl)c1 (centres undefined) | i | i | i | i | i | i | i | 25 | i | i | i
O=C(Nc1ccc(S(=O)(=O)N2CCc3ccccc3C2)cc1)C1CCCO1 (centres undefined) | i | i | i | i | i | i | i | -6 | i | i | i
C[C@@]12C(=O)OC(=O)[C@]1(C)C1CCC2O1 | i | i | i | / | i | / | / | / | i | / | /
COc1cccc(OC)c1C(=O)Nc1ccccc1N1CCCCC1 | i | i | i | i | i | i | i | 0 | i | i | i
CCOc1ccc(CCNC(=O)c2cc3c(C)nccc3[nH]c2=O)cc1OCC | i | i | i | i | i | i | i | -3 | i | i | i
O=C(CSc1nnnn1Cc1ccccc1)NCCc1ccccc1 | i | i | i | i | i | i | i | -2 | i | i | i
COc1ccc(NS(=O)(=O)c2cccc(C(=O)N/N=C/c3cn(-c4ccccc4)nc3-c3ccccc3)c2)cc1 | i | i | i | i | i | i | i | 17 | i | i | i
CCN1CCN(c2cc(C)c3cc(NC(=O)Cc4ccccc4OC)ccc3n2)CC1 | i | i | i | i | i | i | i | -6 | i | i | i
COCC(C)N1CCC(n2nccc2NC(=O)c2ccc3c(c2)OCO3)CC1 (centres undefined) | i | i | i | i | i | i | i | 2 | i | i | i
CCCCOC(=O)C1CN(c2ccccc2)N=C1C(=O)OCC (centres undefined) | i | i | i | i | i | i | i | 2 | i | i | i
O=C(NC1CCCCCC1)c1ccc(CN2CCOCC2)cc1 | i | i | i | i | i | i | i | -1 | i | i | i
COc1ccc2cc(CCNC(=O)c3ccc(S(=O)(=O)N4CCCC4)cc3)c(=O)[nH]c2c1 | i | i | i | i | i | i | i | 24 | i | i | i
Cc1cc(NC(=O)COC(=O)c2oc3c(Cl)cccc3c2C)no1 | i | i | i | i | i | i | i | -1 | i | i | i
CS(=O)(=O)c1ccc2nc(NC(=O)c3cc4ccccc4o3)sc2c1 | i | i | i | i | i | i | i | 31 | i | i | i
Cc1oncc1C(=O)N1CCCC(CO)(Cc2ccc(F)cc2F)C1 (centres undefined) | i | i | i | i | i | i | i | -1 | i | i | i
CCOC(=O)CC1C(=O)NCCN1C(=O)c1cccc(C(F)(F)F)c1 (centres undefined) | i | i | i | i | i | i | i | 4 | i | i | i
CCOC(=O)C1CCCN(c2c(NCCc3ccc(Cl)cc3)c(=O)c2=O)C1 (centres undefined) | i | i | i | i | i | i | i | 4 | i | i | i
COCCCNC(=O)C1CCC(CNS(=O)(=O)c2ccc3c(c2)N(C(C)=O)CCO3)CC1 (centres undefined) | i | i | i | i | i | i | i | -7 | i | i | i
Cc1ccc(NC(=O)c2ccco2)c([N+](=O)[O-])c1 | i | i | i | i | i | i | i | 7 | i | i | i
Cc1cc(C)nc(SCc2cc(=O)c(OC(=O)c3ccc(S(=O)(=O)N4CCCC4)cc3)co2)n1 | i | i | i | i | i | i | i | 1 | i | i | i
CCc1ccc(N2CC(C(=O)N/N=C/c3cccc([N+](=O)[O-])c3)CC2=O)cc1 (centres undefined) | i | i | i | i | i | i | i | -1 | i | i | i
CSc1nnc(SCC#N)s1 | i | i | i | i | i | i | i | -3 | i | i | i
O=c1c2cnn(-c3ccccc3)c2nc(-c2cccs2)n1-c1ccc(Br)cc1 | i | i | i | i | i | i | i | 15 | i | i | i
CCc1sc(C(=O)NCCc2ccc(S(N)(=O)=O)cc2)cc1Br | i | i | i | i | i | i | i | -6 | i | i | i
C=C(C)Cn1c(COc2ccccc2)nnc1SCC(=O)O | i | i | i | i | i | i | i | 3 | i | i | i
N#Cc1cccnc1Nc1ccc(Cl)cc1 | i | i | i | i | i | i | i | -16 | i | i | i
O=C(Nc1nc(-c2cc(F)ccc2F)cs1)C1=COCCO1 | -5.1* | i | i | i | i | i | i | 1 | i | i | i
Cc1ccc(C(=O)N/C(=C\c2cn(C)c3ccccc23)C(=O)N2CCN(C)CC2)cc1 | i | i | i | i | i | i | i | 1 | i | i | i

Other structures
SMILES | MrgX1 antagonist | MrgX1 allo act | MrgX1 agonist | TRPC6 inh | TMEM16A inh | TRPC6 act | TRPC4 act | SKKanGAS inh | TMEM16A act | TRPC4 inh | TRPC4 PAM
O=C(CCS(=O)(=O)c1ccc(Cl)cc1)Nc1ccccc1Br | i | i | i | i | i | i | i | -4 | i | i | i
C=CCOc1ccc(C2NC(=O)c3ccccc3O2)cc1 (centres undefined) | i | i | i | i | i | i | i | 1 | i | i | i
O=C(Nc1ccc(Cl)cc1)C(c1ccccc1)N1CCOCC1 (centres undefined) | i | i | i | i | i | i | i | 5 | i | i | i
O=C(O)c1cn(-c2ccccc2)nc1-c1cccnc1 | i | i | i | i | i | i | i | 0 | i | i | i
O=C(OCCOc1cccc(Cl)c1)c1cc(S(=O)(=O)N2CCCCC2)ccc1N1CCOCC1 | i | i | i | i | i | i | i | 2 | i | i | i
Cc1nc2cc(OCc3cc(C(=O)NC(C)c4cn(C)nc4C)no3)ccc2s1 (centres undefined) | i | i | i | i | i | i | i | -1 | i | i | i
CCOC(=O)N1CCC(NC(=O)CSCc2nc(-c3ccc(OC)c(OC)c3)oc2C)CC1 | i | i | i | i | i | i | i | 0 | i | i | i
Fc1ccc(-c2onc3ccc(C4OCCO4)cc23)cc1 | i | i | i | i | i | i | i | 1 | i | i | i
CN(CC(=O)Nc1ccc(F)cc1)C(=O)COc1ccccc1Cc1ccccc1 | i | i | i | i | i | i | i | 4 | i | i | i
Cc1n[nH]c(C)c1S(=O)(=O)N(CC(=O)Nc1ccc2c(c1)OCCO2)c1ccc(C(C)C)cc1 | i | i | i | i | i | i | i | 5 | i | i | i
CC(C)(C)NC(=O)Cn1c(=O)oc2cc(S(=O)(=O)N3CCc4ccccc43)ccc21 | i | i | i | i | i | i | i | 3 | i | i | i
CCOC(=O)c1cnc2c(OC)cccc2c1N1CCN(c2ccc(OC)cc2)CC1 | i | i | i | i | i | i | i | 10 | i | i | i
O=C1CC(NNC(=O)c2ccccc2)C(=O)N1 (centres undefined) | i | i | i | i | i | i | i | -2 | i | i | i
